Phagocyt inh: inhibitors of macrophage phagocytosis, primary screen, imaging, J774A.1 cells, IgG beads; J774A.1 macrophage IgG-bead phagocytosis; inhibition, % at 5 µM; actives 0.07% (n = 110,000); AID 1029, 2008;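 active = inhibition above the mean of the plate negative controls plus 5 SD, cut at about 13% in these data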;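 note: phagocytic index as fraction of beads internalized from green versus red external bead signal; plate controls were DMSO negative control for no effect and cytochalasin-D positive control for full effect; some results beyond the cut were filed as inactive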
E-sel TNF inh: E-selectin induction blockers in HUVEC – imaging, immunofluorescence, high content, primary screen; HUVEC TNFa-induced E-selectin immunofluorescence; inhibition, % at 2 µM; actives 0.71% (n = 120,000); AID 1246, 2008;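 active = inhibition above the batch mean plus 3 SD, and confirmed as a hit on visual image review, cut at about 43% in these data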;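 note: 0% = TNF-stimulated DMSO wells and 100% = unstimulated control wells; not every result past the cut was called active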
Yeast life ext: compounds extending yeast replicative lifespan, primary screen, S. cerevisiae, OD615 | S. cerevisiae growth with nicotinamide; deaD strain in restrictive glucose medium | AID 775, 2007 | actives 0.68% (n = 130,000) | inhibition of the nicotinamide effect, % at 10 µM;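 active = inhibition above a set limit, placed 3 SD over the median of all compounds, cut at about 26% in these data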;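 note: 0% = nicotinamide-treated wells and 100% = cells grown without nicotinamide; some compounds called inactive have numbers as strong as hits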
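Assay system: engineered S. cerevisiae DeaD replicative-lifespan strain, galactose-grown log-phase cells; Buffer or medium: CSMM-D glucose medium, restrictive; Probe or stimulus: nicotinamide 1.5 mM; Compound: single dose 10 µM compound, 0.25% DMSO; Schedule: 4 h preincubation then 48 h treatment at 30 °C; Technique: OD615 measurement.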
GALR2 antag: GALR2 antagonists in receptor-expressing cells, primary screen. Galanin receptor type 2 (Homo sapiens), O43603. antagonist mode. inhibition, % at 4 µM. actives 0.39% (n = 140,000). AID 828, 2007; in the data active = inhibition above about 27%;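 note: cells stimulated with galanin 1-16 at roughly its EC80; 0% = agonist challenge control and 100% = basal control without agonist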
Target sequence (O43603 whole entry, looked up): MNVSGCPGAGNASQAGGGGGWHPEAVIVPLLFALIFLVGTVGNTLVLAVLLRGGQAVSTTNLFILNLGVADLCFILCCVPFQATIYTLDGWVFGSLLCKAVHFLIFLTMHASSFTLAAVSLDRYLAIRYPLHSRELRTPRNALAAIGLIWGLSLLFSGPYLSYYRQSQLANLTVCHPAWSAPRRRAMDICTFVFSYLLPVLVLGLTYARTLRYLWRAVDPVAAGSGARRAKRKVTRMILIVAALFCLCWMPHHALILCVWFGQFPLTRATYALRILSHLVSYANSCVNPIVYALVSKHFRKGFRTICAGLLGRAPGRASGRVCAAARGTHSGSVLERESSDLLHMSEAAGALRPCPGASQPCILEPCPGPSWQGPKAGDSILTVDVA
MRP-1 activ: H69AR viability gain despite doxorubicin, primary screen, MRP-1 activator project, H69AR cells, CellTiter-Glo. viability rescue. viability increase, % at 10 µM. actives 0.61% (n = 140,000). AID 799, 2007;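 active = viability gain under doxorubicin at or above a set limit, the compound median plus 3 SD, cut at about 4.7% in these data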;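 note: MRP-1 overexpressing cells given doxorubicin 25 µM after compound pretreatment; 18-22 h compound pretreatment then 72 h with doxorubicin before readout; 0% = doxorubicin-only wells and 100% = vehicle-treated cells without doxorubicin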
Yeast growth inh: growth inhibitors of yeast BB579 in restrictive medium, primary screen, yeast lifespan-shortening project, S. cerevisiae; OD615, 48 h; inhibition, % at 10 µM; actives 0.51% (n = 140,000);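 active = inhibition above a set limit, 3 SD over the mean compound inhibition, cut at about 44% in these data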; note: inactives centre near -24
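System: Saccharomyces cerevisiae DeaD strain BB579, replicative lifespan model yeast. Buffer or medium: restrictive glucose-based CSMM-D medium. Doses: one dose, 10 µM compound with 0.25% DMSO. Timing: 4 h preincubation and 48 h exposure at 30 °C. Detection: turbidity as optical density at 615 nm. Benchmarks: amphotericin B 10 µg/mL, positive.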
HCT116 PTEN-null: growth suppression of PTEN-null HCT116, primary screen, cell-based, CellTiter-Glo; viability, % at 10 µM; HCT116 PTEN-null viability, 60 h; stronger effect = lower value; actives 1.2% (n = 140,000); AID 827, 2007;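 active = viability at or below a set limit, 4 SD under the median of all tested compounds, cut at about 3.7% in these data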;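 note: PTEN knockout HCT116 line with beta catenin targeted HCT116 as companion control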
Measles CPE: compounds protecting cells from measles virus cytopathic effect, primary screen, measles RdRp inhibitor project, single point, MLSMR library, absorbance. Measles virus-infected cells, CPE protection. protection (pct of control), % at 4 µM. actives 1.5% (n = 140,000); in the data active = protection mostly above about 24%, no sharp cut-off; inactive = mostly below about 26%; note: some compounds called inactive have numbers as strong as hits
NPY-Y2 antag: NPY-Y2 receptor antagonists, primary screen, cell-based; NPY-Y2 expressing cells, antagonist mode; inhibition, % at 2.7 µM; actives 0.99% (n = 140,000); in the data active = inhibition above about 17%;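 note: 0% = vehicle with agonist challenge and 100% = reference antagonist with challenge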
Target sequence (P49146 whole entry, looked up): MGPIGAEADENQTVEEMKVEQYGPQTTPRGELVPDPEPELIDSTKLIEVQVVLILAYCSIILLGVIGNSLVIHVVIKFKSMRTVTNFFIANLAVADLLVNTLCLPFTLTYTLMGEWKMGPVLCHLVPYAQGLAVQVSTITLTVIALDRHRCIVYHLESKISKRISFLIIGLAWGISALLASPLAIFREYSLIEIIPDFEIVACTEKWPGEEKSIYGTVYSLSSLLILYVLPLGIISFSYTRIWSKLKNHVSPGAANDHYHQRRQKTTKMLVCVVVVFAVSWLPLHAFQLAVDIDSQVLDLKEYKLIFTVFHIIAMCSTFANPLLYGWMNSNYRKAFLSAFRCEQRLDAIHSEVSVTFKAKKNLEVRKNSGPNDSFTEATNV
bCat KO growth: primary screen for growth suppressors in beta-catenin knockout HCT116 cells (colon tumor, human). HCT116 beta-catenin knockout viability, CellTiter-Glo, 60 h; stronger effect = lower value. viability, % at 10 µM. actives 1.5% (n = 140,000);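 active = viability at or under a set limit, the compound median less 4 SD, cut at about 6% in these data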;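 note: 0% = Hyamine 1622 control at 20 µM and 100% = untreated cell control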
The depositor's hits bear a star.

For O=C(Nc1cccc(-c2nc3cccnc3s2)c1)C1c2ccccc2Oc2ccccc21 the results were E-sel TNF inh -5, Yeast life ext -2, GALR2 antag 2, MRP-1 activ -3.5, Yeast growth inh -34, HCT116 PTEN-null 73, Measles CPE 6, NPY-Y2 antag 0 and bCat KO growth 70.
Screening CN(Cc1ccccc1)c1nc2c(c(=O)[nH]c(=O)n2C)n1Cc1ccccc1Cl returned E-sel TNF inh -11, Yeast life ext -9, GALR2 antag -10, MRP-1 activ -1.2, Yeast growth inh -72, HCT116 PTEN-null 94, Measles CPE 24, NPY-Y2 antag 7 and bCat KO growth 82.
`Cn1c(=O)c(C(=O)CN2CCc3ccccc32)c(N)n(Cc2ccccc2)c1=O` gave Phagocyt inh -4, E-sel TNF inh -20, Yeast life ext 4, GALR2 antag 6, MRP-1 activ -2.7, Yeast growth inh -32, HCT116 PTEN-null 80, Measles CPE 7, NPY-Y2 antag 2 and bCat KO growth 82.
Screening Cc1cc(C)cc(N2CCCC2=O)c1 returned E-sel TNF inh -11, GALR2 antag 6, MRP-1 activ -2.9, Yeast growth inh -17, HCT116 PTEN-null 105, Measles CPE 28, NPY-Y2 antag -2 and bCat KO growth 95.
CCCCOC(=O)C1=C(C)NC(=O)NC1c1ccc([N+](=O)[O-])s1 (stereo unspecified) was read as Phagocyt inh -2, E-sel TNF inh 7, Yeast life ext -2, GALR2 antag -9, MRP-1 activ -1.8, Yeast growth inh 10, HCT116 PTEN-null 88, Measles CPE 6, NPY-Y2 antag -1 and bCat KO growth 82.
For O=C(c1cnc2n(c1=O)CCS2)N1CCCc2ccccc21 the results were E-sel TNF inh 7, GALR2 antag 6, MRP-1 activ -3.0, Yeast growth inh -4, HCT116 PTEN-null 96, Measles CPE 4, NPY-Y2 antag 4 and bCat KO growth 99.
`Cc1nn(Cc2ccccc2Cl)c(C)c1NC(=O)/C=C/c1cnn(C)c1` gave Phagocyt inh 0, E-sel TNF inh -21, Yeast life ext -12, GALR2 antag 4, MRP-1 activ -1.0, Yeast growth inh -65, HCT116 PTEN-null 100, NPY-Y2 antag -1 and bCat KO growth 100.
For COc1cccc(C2C(C(=O)c3cc4cccc(OC)c4o3)=C(O)C(=O)N2c2cc(C)on2)c1OC (stereo unspecified) the results were E-sel TNF inh 4, Yeast life ext 7, GALR2 antag -4, MRP-1 activ -1.3, Yeast growth inh -57, HCT116 PTEN-null 94, Measles CPE 6, NPY-Y2 antag 2 and bCat KO growth 94.
`C=CCN1C(=NC(=O)CCC)SC2CS(=O)(=O)CC21` (stereo unspecified) gave E-sel TNF inh 7, Yeast life ext -12, GALR2 antag -6, MRP-1 activ -1.3, Yeast growth inh -29, HCT116 PTEN-null 97, Measles CPE 4, NPY-Y2 antag 1 and bCat KO growth 85.
Screening O=C(NC1CCCC1)c1c[nH]c2ccc(F)cc2c1=O returned Phagocyt inh -1, E-sel TNF inh -1, Yeast life ext -1, GALR2 antag 1, MRP-1 activ 1.4, Yeast growth inh -17, HCT116 PTEN-null 76, Measles CPE 21, NPY-Y2 antag 3 and bCat KO growth 83.
`Cc1ccc(C)c(S(=O)(=O)NCc2ccc(C(=O)NCc3ccco3)cc2)c1` gave E-sel TNF inh 24, GALR2 antag -8, MRP-1 activ -6.2, Yeast growth inh -26, HCT116 PTEN-null 84, Measles CPE 10, NPY-Y2 antag 5 and bCat KO growth 93.
For CCOC(=O)c1cnc2cc(C)ccn2c1=O the results were Phagocyt inh -4, Yeast life ext 3, GALR2 antag 14, MRP-1 activ 0.5, Yeast growth inh -23, HCT116 PTEN-null 98, Measles CPE 5, NPY-Y2 antag 2 and bCat KO growth 90.
Screening Cc1cccc(N(C)C(=O)c2coc(=O)c3ccccc23)c1 returned Phagocyt inh -1, E-sel TNF inh -17, Yeast life ext -14, GALR2 antag -2, MRP-1 activ -0.2, Yeast growth inh -14, HCT116 PTEN-null 90, Measles CPE 3, NPY-Y2 antag 1 and bCat KO growth 95.
CC(C)OCCCNS(=O)(=O)c1ccc2c(c1)OCCO2 was read as Phagocyt inh -2, E-sel TNF inh -1, Yeast life ext 12, GALR2 antag -7, MRP-1 activ -3.0, Yeast growth inh -26, HCT116 PTEN-null 99, Measles CPE 5, NPY-Y2 antag -2 and bCat KO growth 108.
For CN=Cc1c(NC)nc2c(C)cccn2c1=O the results were Phagocyt inh 1, E-sel TNF inh -3, Yeast life ext -16, GALR2 antag 4, MRP-1 activ -0.7, Yeast growth inh 41, HCT116 PTEN-null 111, Measles CPE 4, NPY-Y2 antag 1 and bCat KO growth 99.
`Cc1cccc(N)c1SC1CCCCC1O` (stereo unspecified) gave Phagocyt inh -8, E-sel TNF inh 20, Yeast life ext -2, GALR2 antag 3, MRP-1 activ 0.7, Yeast growth inh -19, HCT116 PTEN-null 92, Measles CPE 5, NPY-Y2 antag 1 and bCat KO growth 93.
For CC1CC(C)(C)NC(=S)N1CCCC(=O)N1CCN(c2ccc(F)cc2)CC1 (stereo unspecified) the results were Phagocyt inh -5, E-sel TNF inh 18, Yeast life ext 1, GALR2 antag 2, MRP-1 activ -0.3, Yeast growth inh 4, HCT116 PTEN-null 101, Measles CPE 16, NPY-Y2 antag -1 and bCat KO growth 93.
CCn1ncc(C2=NOC(C(=O)NCc3ccc(Cl)cc3)C2)c1C (stereo unspecified) was read as Phagocyt inh 9, Yeast life ext -7, GALR2 antag 7, MRP-1 activ -2.6, Yeast growth inh -7, HCT116 PTEN-null 18, Measles CPE 6, NPY-Y2 antag 4 and bCat KO growth 17.
`COCCC(=O)N(Cc1ccc2c(c1)OCO2)C(C(=O)NC1CCCCC1)c1ccncc1` (stereo unspecified) gave Phagocyt inh -1, E-sel TNF inh 2, Yeast life ext 5, GALR2 antag 9, MRP-1 activ -1.6, Yeast growth inh -29, HCT116 PTEN-null 89, Measles CPE 5, NPY-Y2 antag 0 and bCat KO growth 80.
Screening CCOC(=O)N1CCN(C(=S)NC(=O)c2cncc(Br)c2)CC1 returned Phagocyt inh 3, E-sel TNF inh 89*, Yeast life ext 2, GALR2 antag -10, MRP-1 activ -3.5, Yeast growth inh -21, HCT116 PTEN-null 100, Measles CPE 4, NPY-Y2 antag 2 and bCat KO growth 101.

By substructure: the entries above containing an NH in an aromatic ring.
Screening CN(Cc1ccccc1)c1nc2c(c(=O)[nH]c(=O)n2C)n1Cc1ccccc1Cl returned E-sel TNF inh -11, Yeast life ext -9, GALR2 antag -10, MRP-1 activ -1.2, Yeast growth inh -72, HCT116 PTEN-null 94, Measles CPE 24, NPY-Y2 antag 7 and bCat KO growth 82.
Screening O=C(NC1CCCC1)c1c[nH]c2ccc(F)cc2c1=O returned Phagocyt inh -1, E-sel TNF inh -1, Yeast life ext -1, GALR2 antag 1, MRP-1 activ 1.4, Yeast growth inh -17, HCT116 PTEN-null 76, Measles CPE 21, NPY-Y2 antag 3 and bCat KO growth 83.

Back to the main list; the 2 compounds before the break are reprinted first.
`COCCC(=O)N(Cc1ccc2c(c1)OCO2)C(C(=O)NC1CCCCC1)c1ccncc1` (stereo unspecified) gave Phagocyt inh -1, E-sel TNF inh 2, Yeast life ext 5, GALR2 antag 9, MRP-1 activ -1.6, Yeast growth inh -29, HCT116 PTEN-null 89, Measles CPE 5, NPY-Y2 antag 0 and bCat KO growth 80.
Screening CCOC(=O)N1CCN(C(=S)NC(=O)c2cncc(Br)c2)CC1 returned Phagocyt inh 3, E-sel TNF inh 89*, Yeast life ext 2, GALR2 antag -10, MRP-1 activ -3.5, Yeast growth inh -21, HCT116 PTEN-null 100, Measles CPE 4, NPY-Y2 antag 2 and bCat KO growth 101.
Screening CCOC(=O)c1sc(NC(=O)CSc2nc3c(cc2C#N)CCCCCC3)c(C#N)c1C returned Phagocyt inh 0, E-sel TNF inh -25, Yeast life ext -4, GALR2 antag -5, MRP-1 activ -1.6, Yeast growth inh -36, HCT116 PTEN-null 16, Measles CPE 3, NPY-Y2 antag 8 and bCat KO growth 22.
`Cc1ccc(C(C[N+](=O)[O-])c2c(C)cc3ccccn23)cc1` (stereo unspecified) gave Phagocyt inh -4, E-sel TNF inh -4, Yeast life ext 11, GALR2 antag 11, MRP-1 activ -4.6, Yeast growth inh -15, HCT116 PTEN-null 28, Measles CPE 12, NPY-Y2 antag 2 and bCat KO growth 27.
Screening COC(=O)C1=C(C)N=C2SC(C#N)=C(N)N2C1c1cccc(OC)c1 (stereo unspecified) returned Phagocyt inh -1, E-sel TNF inh -12, Yeast life ext -9, GALR2 antag 16, MRP-1 activ -2.0, Yeast growth inh -5, HCT116 PTEN-null 92, Measles CPE 7, NPY-Y2 antag 3 and bCat KO growth 86.
Screening Fc1ccc(-c2ccnc3nc(N4CCOCC4)nn23)cc1 returned E-sel TNF inh -13, Yeast life ext -2, GALR2 antag 8, MRP-1 activ -0.4, Yeast growth inh -70, HCT116 PTEN-null 113, Measles CPE 8, NPY-Y2 antag -1 and bCat KO growth 104.
For O=[N+]([O-])c1cc(S(=O)(=O)N2CCCCCC2)ccc1F the results were Yeast life ext 66*, GALR2 antag -15, MRP-1 activ -1.5, Yeast growth inh -7, HCT116 PTEN-null 82, Measles CPE 3, NPY-Y2 antag 0 and bCat KO growth 94.
O=c1cc(NCc2ccccc2)nc2n1CCCS2 was read as Phagocyt inh -2, E-sel TNF inh -3, Yeast life ext 2, GALR2 antag -7, MRP-1 activ 0.2, Yeast growth inh -46, HCT116 PTEN-null 89, Measles CPE 10, NPY-Y2 antag 0 and bCat KO growth 88.
`COc1cccc(OCCn2c(C)c(/C=N/n3cnnc3)c3ccccc32)c1` gave Phagocyt inh 0, E-sel TNF inh 6, Yeast life ext -3, GALR2 antag -11, MRP-1 activ -1.6, Yeast growth inh -12, HCT116 PTEN-null 86, Measles CPE 3, NPY-Y2 antag 0 and bCat KO growth 89.
Screening CN(C)Cc1ccccc1COc1ccccc1 returned Phagocyt inh -11, Yeast life ext 6, GALR2 antag -11, MRP-1 activ -2.5, Yeast growth inh -35, HCT116 PTEN-null 88, Measles CPE 3, NPY-Y2 antag 5 and bCat KO growth 94.
Screening CC(NC(=O)COc1cc(=O)n(C)c2ccccc12)c1ccc2c(c1)OCCO2 (stereo unspecified) returned Phagocyt inh -2, Yeast life ext -11, GALR2 antag 2, MRP-1 activ -3.7, Yeast growth inh 12, HCT116 PTEN-null 97, Measles CPE 6, NPY-Y2 antag 5 and bCat KO growth 92.
For COCCn1c(=NC(=O)c2cccs2)sc2cc(NC(C)=O)ccc21 the results were Phagocyt inh -6, Yeast life ext -6, GALR2 antag 13, MRP-1 activ -1.4, Yeast growth inh -19, HCT116 PTEN-null 78, Measles CPE 1, NPY-Y2 antag 4 and bCat KO growth 89.
